STK33 kinase inh: inhibitors of human STK33 kinase; inhibition, % at 10 µM; purified STK33, MBP phosphorylation, ADP-Glo luminescence; Q9BYT3; actives 0.073% (n = 320,000);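 active = inhibition at or above 25%, using the most active replicate where run in duplicate; inactive = inhibition below 25%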
Target sequence (Q9BYT3 whole entry, looked up): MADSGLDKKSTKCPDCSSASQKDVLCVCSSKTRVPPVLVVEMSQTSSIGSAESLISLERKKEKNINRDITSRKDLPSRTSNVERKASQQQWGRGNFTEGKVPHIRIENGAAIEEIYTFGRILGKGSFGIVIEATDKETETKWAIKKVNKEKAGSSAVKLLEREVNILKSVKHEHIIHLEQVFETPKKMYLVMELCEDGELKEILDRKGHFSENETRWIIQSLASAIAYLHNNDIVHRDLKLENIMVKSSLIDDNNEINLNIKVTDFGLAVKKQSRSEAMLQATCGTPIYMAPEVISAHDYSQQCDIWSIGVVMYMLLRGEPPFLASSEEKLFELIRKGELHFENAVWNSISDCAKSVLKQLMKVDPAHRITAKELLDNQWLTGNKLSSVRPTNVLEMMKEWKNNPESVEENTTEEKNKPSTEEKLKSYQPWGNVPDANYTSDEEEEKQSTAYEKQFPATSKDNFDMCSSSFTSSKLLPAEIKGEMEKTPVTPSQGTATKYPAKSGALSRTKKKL
OX1R FRET antag: OX1R (human) antagonism | O43613 | inhibition, % at 6.6 µM | OX1R-expressing cells, FRET antagonist read-out | actives 1.8% (n = 330,000) | AID 485270; in the data active = inhibition mostly above about 38%, no sharp cut-off; inactive = mostly below about 40%;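 also: 0% = agonist challenge alone and 100% = reference antagonist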
Target sequence (O43613 whole entry, looked up): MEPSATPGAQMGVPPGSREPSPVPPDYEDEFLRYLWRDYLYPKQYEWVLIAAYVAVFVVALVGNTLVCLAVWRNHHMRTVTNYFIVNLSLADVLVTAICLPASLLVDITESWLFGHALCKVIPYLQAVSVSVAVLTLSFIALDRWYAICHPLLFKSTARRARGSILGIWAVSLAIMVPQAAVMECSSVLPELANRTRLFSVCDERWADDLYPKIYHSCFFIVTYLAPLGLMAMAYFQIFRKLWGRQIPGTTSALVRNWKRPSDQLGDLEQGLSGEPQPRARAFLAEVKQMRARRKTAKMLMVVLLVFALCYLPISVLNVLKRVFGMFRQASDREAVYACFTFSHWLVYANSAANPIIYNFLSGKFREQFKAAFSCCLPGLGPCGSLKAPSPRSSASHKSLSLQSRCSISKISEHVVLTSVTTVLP
* marks the source's active call; other numbers are inactive results; nt = not tested or not shown.

Start of the data: the first 3 records, to show the layout:
Each structure is followed by: STK33 kinase inh	OX1R FRET antag
CCn1c(=O)c(-c2ccccc2)c(O)c2ccccc21
  0.0	18
COC(=O)/C=C1\OC(c2ccccc2)=CC1=O
  -1.5	19
COc1ccc(S(=O)(=O)N2CCCCC2)cc1NC(=O)c1cncc(Br)c1
  0.2	2

The listing, from the start:
Each structure is followed by: STK33 kinase inh	OX1R FRET antag
CCn1c(=O)c(-c2ccccc2)c(O)c2ccccc21
  0.0	18
COC(=O)/C=C1\OC(c2ccccc2)=CC1=O
  -1.5	19
COc1ccc(S(=O)(=O)N2CCCCC2)cc1NC(=O)c1cncc(Br)c1
  0.2	2
COCCN1C(=O)C(CC(=O)Nc2ccccc2)SC1=Nc1ccc(OC)cc1 (stereo unspecified)
  -1.6	24
CCOc1ccc(/C=N/Nc2cc(=O)n(C)c(=O)n2C)cc1
  nt	15
CSc1nc(O)c(C(c2cccc([N+](=O)[O-])c2)c2c(O)nc(SC)[nH]c2=O)c(=O)[nH]1
  -1.9	19
Cc1cc(C)nc(N2CCCC(C(=O)Nc3ccc4c(c3)OCCO4)C2)n1 (stereo unspecified)
  -0.9	3
CC(=O)c1cc2c(cc1NC(=O)CN1CCN(c3ccc(F)cc3)CC1)OCO2
  0.8	20
CCOC(=O)Cc1csc2nc3sc(C)c(C)c3c(=O)n12
  -1.8	13
O=C(COC(=O)c1ccccc1O)Nc1cc(S(=O)(=O)N2CCCCCC2)ccc1Cl
  0.2	10
NC(=O)C1CCN(S(=O)(=O)c2ccc3c(c2)OCCO3)CC1
  -2.0	11
Cc1ccc(SCC2(O)CCN(S(=O)(=O)c3ccc(Cl)cc3)CC2)cc1
  -0.4	30
COc1cc(/C=C/C(=O)N2CCN(CC(O)COc3ccccc3)CC2)cc(OC)c1OC (stereo unspecified)
  -2.5	7
O=S(=O)(c1cccc(-c2cn3cc(Cl)ccc3n2)c1)N1CCOCC1
  1.1	10
Cc1nc2ccc(S(=O)(=O)NCC(=O)NCc3ccc(Cl)cc3)cc2s1
  -0.8	5
CCOC(=O)C1CCN(S(=O)(=O)c2cc(Br)cc3c2N(C(C)=O)C(C)C3)CC1 (stereo unspecified)
  0.0	24
CCCCN1C(=O)C(=O)N(CC(=O)Nc2sc(CC)cc2C(=O)OCC)C1=O
  0.6	13
COc1cc(S(=O)(=O)NCC2CCCO2)ccc1Br (stereo unspecified)
  -1.2	1
Cc1ccccc1NS(=O)(=O)c1ccc(C(=O)OCC(=O)NCC(C)C)cc1
  0.3	34
COc1ccc(-n2c3c(cc(C(=O)NNc4ccccc4)c2=O)C(=O)CC(C)(C)C3)cc1
  -0.1	2
CCc1c(C)sc2nc3c(C(=O)N4CCOCC4)cc(C(=O)c4cc(F)ccc4O)cn3c(=O)c12
  -1.0	20
CCOC(=O)CSc1nnc(CNC(=O)c2ccco2)n1C
  1.5	10
Nc1nc(CN2CCN(c3ccccc3F)CC2)nc(Nc2ccccc2)n1
  -0.6	10
C/C=C\C=C\C(=O)Nc1cccc(C2=NOC3(C2)C[C@H](C(N)=O)N(C(=O)c2ccccc2C(=O)c2ccccc2)C3)c1 (stereo partly specified)
  0.5	7
CC(=O)Nc1ccc(S(=O)(=O)NCC(=O)OCC(=O)N2CC(C)OC(C)C2)cc1 (stereo unspecified)
  -1.3	-3
CO/N=C/CC(=O)c1ccc(OC)cc1
  -1.0	3
O=C(NCc1cc(C(F)(F)F)cc(C(F)(F)F)c1)C1CC(c2ccccc2C(F)(F)F)=NO1 (stereo unspecified)
  1.5	4
O=S(=O)(NCCCCCNS(=O)(=O)c1ccc(F)cc1)c1ccc(F)cc1
  -3.5	14
Oc1ccc(Cl)cc1-c1cc(-c2cccc(Br)c2)n[nH]1
  -2.0	5
Cc1ccc(-c2nnc(-c3ccc4c(c3)OCO4)o2)cc1
  -0.4	17

Part of the list above in order of molar mass, lowest first.
Each structure is followed by: STK33 kinase inh	OX1R FRET antag
COC(=O)/C=C1\OC(c2ccccc2)=CC1=O
  -1.5	19
CCOC(=O)CSc1nnc(CNC(=O)c2ccco2)n1C
  1.5	10
NC(=O)C1CCN(S(=O)(=O)c2ccc3c(c2)OCCO3)CC1
  -2.0	11
CCOC(=O)C1CCN(S(=O)(=O)c2cc(Br)cc3c2N(C(C)=O)C(C)C3)CC1 (stereo unspecified)
  0.0	24

New compounds follow.
Each structure is followed by: STK33 kinase inh	OX1R FRET antag
COc1ccccc1Nc1nc2nonc2nc1N1CCCCC1C (stereo unspecified)
  0.3	13
O=C(CSc1ccccc1)Nc1ccc(C(=O)Nc2cccc(O)c2)cc1
  nt	13
Cc1ccccc1CSc1nnc(-c2cccnc2)n1N
  0.3	2
CCCCN(C(=O)Cn1nnc2ccccc21)C(C(=O)NCc1ccco1)c1ccncc1 (stereo unspecified)
  -1.0	2
COC(=O)COc1ccc(S(=O)(=O)NCC2CCCO2)cc1Cl (stereo unspecified)
  -0.8	5
Nc1cc(=O)nc(SCC(=O)N2CCN(c3ccccc3)CC2)n1-c1ccc(F)cc1
  -0.2	-7
CCOc1ccc(-c2nc(C#N)c(NC3CC3)o2)cc1
  1.2	11
O=C(N/N=C/c1cc(Cl)ccc1O)c1ccccc1Br
  0.7	15
CC1=NN(c2ccccc2)C(=O)/C1=C\C=C\c1ccccc1
  0.3	26
Cc1ccccc1/C=N/NC(=O)Cn1nnc(N)n1
  -1.2	9
CC1=N/C(=C\c2ccc([N+](=O)[O-])cc2)C(=O)N1c1ccc(Cl)cc1
  -0.8	9
CSc1nc(C=Nc2ccccc2Cl)c(O)n1Cc1cccc(Cl)c1
  0.6	8
CC(C)CNC(=O)C(=O)NCc1ccccn1
  -1.0	3
COc1ccc(N(C(C)C(=O)N/N=C/c2ccc(OCC(C)C)cc2)S(C)(=O)=O)cc1 (stereo unspecified)
  -1.1	16
Cc1ccc(NC(=O)c2cc(NC(=O)c3ccccc3C(=O)O)ccc2N2CCCCC2)cc1
  -0.1	37
CCOC(=O)c1ccc(C(=O)NNC(=O)C2C3C=CC(C3)C2C(=O)O)cc1 (stereo unspecified)
  -0.8	nt
N#Cc1c(/N=C/c2ccco2)sc2c1CCCCC2
  nt	18
COc1cc(C(c2c(C)[nH][nH]c2=O)c2c(C)[nH][nH]c2=O)ccc1OS(=O)(=O)c1ccc(C)cc1
  0.0	9
O=C(O)COCC(=O)NC1CCN(Cc2ccccc2)CC1
  -2.1	6
Cc1occc1C(=O)NC1CCCN(Cc2ccc(Cl)cc2)C1 (stereo unspecified)
  0.7	10
Cc1ccc(S(=O)(=O)Nc2nc(-c3ccccc3)cs2)cc1
  -2.7	8
O=S(=O)(c1cccc(Cl)c1)N1CCSc2ccccc21
  0.1	0
CCOC(=O)Cc1nnc(NC(=O)C(CC)Sc2nnc3c4ccccc4n(C)c3n2)s1 (stereo unspecified)
  -1.0	-1
Cc1ccc(Cl)cc1N1CCN(Cc2cc(=O)n3ccsc3n2)CC1
  0.5	14
COc1ccc(Cl)cc1NC(=O)C1CCCN(c2ncnc3c2nc2n3CCCCC2)C1 (stereo unspecified)
  -1.4	14
Cc1c(-c2cc(C(=O)O)on2)cnn1C
  1.2	15
CCN1CCN(CC(=O)c2ccc(C)cc2)CC1
  -1.4	-9
O=C(c1ccc2ncsc2c1)N1CCCCC1
  -1.1	3
CCCCNC(=O)CSc1nc2ccc(C)cc2[nH]1
  0.5	-1
C=CCN1C(=O)C(C(C)CC)NC1=S (stereo unspecified)
  -0.9	10
CC(=O)Nc1ccc(OCC(O)Cn2cccn2)cc1 (stereo unspecified)
  0.0	nt
COCC(C)OC(=O)c1c(N)n(CCCN2CCOCC2)c2nc3ccccc3nc12 (stereo unspecified)
  -0.1	29
O=C(c1ccco1)N1CCN(C(=O)C2CCN(S(=O)(=O)c3cnc[nH]3)CC2)CC1
  -1.1	-1
Oc1ccccc1-c1nc(NCc2cccnc2)c2ccccc2n1
  7.5	10
CCOc1ccccc1/C=C/C(=O)NCC(=O)N1CCC(N(C)C2CCCCC2C)CC1 (stereo unspecified)
  0.0	9
Cc1csc(NC(=O)CCCc2cccs2)n1
  -3.1	42
C=C(C)Cn1c(CCCNC(=O)CC)nc2ccccc21
  -1.1	14
Cc1n[nH]c(C)c1N1C(=O)c2cccc3c(N4CCCCCC4)ccc(c23)C1=O
  0.5	14
Cc1ccc(/C(N)=N/OC(=O)N2CCOCC2)cc1
  -0.4	9
CCC12CN3CC(CC)(CN(C1)C3c1ccccc1Cl)C2O (stereo unspecified)
  -1.4	19
Cc1cc(-c2ccc(Cl)cc2)n2nc(N)nc2n1
  -1.3	15
Cc1ccc(N(CC(=O)Nc2c(C)cccc2C)S(C)(=O)=O)cc1
  -0.3	18
COc1ccc2c(C)cc(N3CCN(Cc4ccccc4)CC3)nc2c1
  0.7	6
Cc1cc(C)cc(OCC(O)CN2CC(C)OC(C)C2)c1 (stereo unspecified)
  -1.3	-1
O=C(CSc1nc(=O)n(CCCN2CCOCC2)c2c1CCCC2)Nc1ccc(Cl)cc1
  0.2	19

Sorted by value in STK33 kinase inh (falling): 5 of the compounds above.
Compound,STK33 kinase inh,OX1R FRET antag
Oc1ccccc1-c1nc(NCc2cccnc2)c2ccccc2n1,7.5,10
COCC(C)OC(=O)c1c(N)n(CCCN2CCOCC2)c2nc3ccccc3nc12 (stereo unspecified),-0.1,29
Cc1ccc(N(CC(=O)Nc2c(C)cccc2C)S(C)(=O)=O)cc1,-0.3,18
C=C(C)Cn1c(CCCNC(=O)CC)nc2ccccc21,-1.1,14
Cc1csc(NC(=O)CCCc2cccs2)n1,-3.1,42

Next section:
Each structure is followed by: STK33 kinase inh	OX1R FRET antag
COc1ccc(-c2noc(CSc3nnc(CCc4ccccc4)n3-c3ccccc3)n2)cc1OC
  -2.9	12
CCC1Sc2ccccc2N(CC(=O)NC2CC2)C1=O (stereo unspecified)
  0.1	3
O=CNC(n1cnc2c(N3CCOCC3)ncnc21)C(Cl)(Cl)Cl (stereo unspecified)
  2.3	5
C=CCSc1nnc(-c2ccccc2NC(=O)CC)c(=O)[nH]1
  -2.3	8
CCOC(=O)C(=N/O)/C(C)=N/NC(=O)C(=O)Nc1cc(Cl)ccc1Cl
  -0.4	40
O=[N+]([O-])c1cccc(CSC2=NCCN2S(=O)(=O)c2ccccc2)c1
  -1.1	27
CSCCC(NS(=O)(=O)c1ccccc1F)C(=O)NNC(=O)c1csc(N2CCOCC2)n1 (stereo unspecified)
  -0.1	9
CCCCN(C(=O)C1=COCCO1)c1c(N)n(CCCC)c(=O)[nH]c1=O
  -1.4	18
COc1ccc(/C(N)=N/O)cc1O
  -0.8	14
CCOC(=O)Cc1cc(=O)n2[nH]c(C)cc2n1
  0.7	-4
O=C(CSc1nnc(SCc2ccc(Cl)cc2)s1)N/N=C/c1ccc(C(=O)O)cc1
  -0.1	14
Cc1cccc(COCC(Cc2ccccc2)N2CCN(C(=O)c3cccc(C)c3)CCC2=O)c1 (stereo unspecified)
  -0.8	7
CCOC(=O)c1sc(NC(=O)c2ccc(Br)o2)cc1C
  1.6	45*
c1csc(-c2ccc(N3CCOCC3)nn2)c1
  6.3	20
Nc1ncnc2c1nc(N1CCCCC1)n2[C@@H]1O[C@H](CO)[C@@H](O)[C@H]1O
  1.9	6
COc1ccccc1NC(CC(=O)c1ccccc1)C(=O)OCC(=O)c1ccc(C)cc1 (stereo unspecified)
  -1.5	30
COc1ccc(CCNC(=O)C(=O)c2c[nH]c3ccccc23)cc1OC
  0.0	nt
CCC1CCC2(CC1)NC(=O)N(CC(=O)N1CCc3ccccc31)C2=O (stereo unspecified)
  -3.5	11
Cn1c(CO)cnc1SCC(=O)c1ccc(Cl)cc1
  -2.3	9
CCOc1ccc(C(NC(=O)CC)c2c(O)ccc3ccccc23)cc1 (stereo unspecified)
  0.0	-9
COc1ccc(NC(=O)CN(C)C(=O)CCC2CCCC2)cc1
  0.1	nt
CCOC(=O)c1nc(Nc2ccc(C(C)=O)cc2)c2ccccc2n1
  -0.2	22
O=C(COc1cc2oc(=O)c3c(c2cc1Cl)CCC3)NCCCN1CCOCC1
  -0.2	14
O=C(COc1ccccc1)N1CCc2ccccc21
  -0.6	15
CCCNC(=O)c1ccc(S(=O)(=O)c2ccc(OC)cc2)c([N+](=O)[O-])c1
  0.9	24
Clc1nssc1=Nc1nncs1
  1.7	15
O=C(NC1CC1)C1CCN(C2CCN(C(=O)/C=C/c3cccs3)CC2)CC1
  -1.3	9
COC(=O)C(C)N(C#N)c1nc(C)nc(C)n1 (stereo unspecified)
  -0.4	3
O=C(NCCc1ccccc1)c1ccccc1C(=O)NCCc1ccccc1
  -1.0	15
Oc1ccccc1-c1nc(NCc2ccco2)c2ccccc2n1
  -0.7	40*
Cc1cccc(NS(=O)(=O)c2ccc3[nH]c(=O)[nH]c3c2)c1C
  -0.6	nt
Cc1ccc(-c2nn(-c3ccccn3)c(=O)c3ccccc23)cc1C
  -1.2	29
Cc1cc(Cl)cc(C)c1OCCCCCn1ccnc1
  -0.7	-9
O=C(Cn1ncc2c1-c1ccccc1OC2)N1CCN(c2ccccn2)CC1
  -0.5	6
